SENP1 FRET inh: SENP1 (human) catalytic domain inhibition | Q9P0U3 | recombinant SENP1 catalytic domain, CyPet-SUMO1-YPet FRET cleavage | inhibition, % at 10 µM | hit rate 0.21% among 360,000 | AID 624204;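 active = inhibition at least 30% at 10 µM, raw YFP signal under a set limit, fluorescence ratio 0.5 to 1.5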;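 also: 0% = enzyme with DMSO and 100% = no enzyme wells; some results filed as inactive read as strong as hits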
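System: Recombinant human SENP1 catalytic domain, His6-tagged | Incubation: Enzyme reaction for 50 min at room temperature, dark | Medium: Tris pH 8 with BME, BSA, NP40 and catalase | Also added: 25 nM SUMO1 FRET substrate | Compound: 10 µM single point, 0.5% DMSO | Measured by: FRET fluorescence in CFP and YFP emission channels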
HKDC1 inh: inhibitors of human hexokinase HKDC1; inhibition, % at 20 µM; Q2TB90; recombinant HKDC1, G6PDH/diaphorase resazurin coupled fluorescence; hit rate 0.16% among 340,000;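 active = inhibition above about 35% when tested at 20 µM, limit read from the data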;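 also: plate controls were DMSO wells with enzyme for no effect and DMSO wells lacking enzyme for full effect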
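test system = in-house recombinant HK5 (HKDC1) enzyme | amount = HKDC1 at 5 µg/mL | control set = DMSO-enzyme wells negative, buffer-substituted wells positive | compound = one dose of 20 µM, 1% DMSO | schedule = reaction time 90 min, room temperature, protected from light | technique = resorufin fluorescence at 613 nm | reagent = glucose with 1 mM ATP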
Apaf1 inhib: blocks human Apaf-1 apoptosome activity; AID 489030; reconstituted apoptosome caspase-3 activity, DEVD-Rh110 fluorescence; hit rate 0.71% among 330,000; inhibition, % at 20 µM; O14727; active = inhibition of at least 40% at 20 µM;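 also: plate controls were DMSO wells for no effect and DEVD-CHO caspase inhibitor wells for full effect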
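Material: biochemical Apaf-1 apoptosome reconstitution. Medium: Hepes buffer, pH 7.5. Also added: cytochrome c activation, bis-DEVD rhodamine 110 substrate. Timing: 30 min compound preincubation, 50 min activation, room temperature. Measured by: rhodamine 110 fluorescence at Ex 480/Em 540 nm.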
SENP8 block-1: SENP8 protease inhibition; Q96LD8; purified SENP8, Z-RLRGG-aminoluciferin cleavage, luminescence; inhibition, % at 10 µM; hit rate 1.2% among 330,000; AID 2540; in the data active = inhibition above about 50%
SENP6 block: inhibitors of human SENP6 protease; AID 2599; Q9GZR1; inhibition, % at 10 µM; hit rate 1.8% among 330,000; Recombinant SENP6 catalytic domain, aminoluciferin luminescence;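 active = inhibition above about 50% at the single tested dose, limit read from the data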;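 also: plate controls were DMSO wells with enzyme for no effect and DMSO wells lacking enzyme for full effect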
Target sequence (Q9GZR1 628-1112 limits assumed): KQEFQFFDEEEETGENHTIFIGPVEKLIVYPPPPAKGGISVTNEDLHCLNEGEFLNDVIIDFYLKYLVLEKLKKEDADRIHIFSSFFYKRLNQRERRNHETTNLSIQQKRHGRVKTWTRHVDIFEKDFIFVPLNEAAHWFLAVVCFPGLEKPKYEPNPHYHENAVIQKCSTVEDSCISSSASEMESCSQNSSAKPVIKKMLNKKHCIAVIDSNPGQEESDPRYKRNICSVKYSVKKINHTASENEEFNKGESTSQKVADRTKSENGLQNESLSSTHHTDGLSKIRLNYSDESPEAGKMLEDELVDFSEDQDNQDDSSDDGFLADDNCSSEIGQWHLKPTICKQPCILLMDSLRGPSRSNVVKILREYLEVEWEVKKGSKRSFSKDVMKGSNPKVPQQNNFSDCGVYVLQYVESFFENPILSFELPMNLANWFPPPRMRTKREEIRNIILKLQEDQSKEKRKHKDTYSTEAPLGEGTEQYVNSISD
PfG6PD inh: PfG6PD (Plasmodium falciparum) enzyme inhibition; inhibition, % at 20 µM; AID 504690; hit rate 0.78% among 350,000; PfGluPho enzyme, NADPH resazurin-diaphorase fluorescence;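 active = inhibition reaching at least a set limit at 20 µM in the primary screen, cut at about 59% in these data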;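 also: 0% = DMSO wells with substrate and 100% = DMSO wells lacking glucose-6-phosphate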
SENP8 block-2: inhibitors of human SENP8 protease | recombinant SENP8, Nedd8 substrate fluorescence | AID 602440 | hit rate 0.64% among 360,000 | Q96LD8 | inhibition, % at 20 µM; in the data active = inhibition mostly above about 40%, no sharp cut-off; inactive = mostly below about 27%
SENP7 block: inhibitors of human SENP7 protease | Q9BQF6 | hit rate 1.5% among 330,000 | AID 434973 | inhibition, % at 5 µM | recombinant SENP7, Z-RLRGG-aminoluciferin luminescence, 40 min;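 active = inhibition above about 50% at the single test dose, limit read from the data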;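 also: plate controls were DMSO with enzyme for no effect and no enzyme buffer wells for full effect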
Target sequence (Q9BQF6 706-1050 limits assumed): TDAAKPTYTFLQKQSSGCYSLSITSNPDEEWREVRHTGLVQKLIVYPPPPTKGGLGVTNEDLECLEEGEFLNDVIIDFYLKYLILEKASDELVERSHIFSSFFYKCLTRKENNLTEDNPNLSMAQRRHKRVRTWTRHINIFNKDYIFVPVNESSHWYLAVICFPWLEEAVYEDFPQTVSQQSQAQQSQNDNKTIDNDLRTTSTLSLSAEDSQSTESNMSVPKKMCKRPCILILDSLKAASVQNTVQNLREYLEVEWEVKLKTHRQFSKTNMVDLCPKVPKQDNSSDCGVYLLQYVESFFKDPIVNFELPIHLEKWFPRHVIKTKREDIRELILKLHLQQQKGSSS
* hit, by the source's call; / = no result given.

1. COc1ccc(Nc2nc(N)nc(CN3CCC(C)CC3)n2)cc1
2. O=C(COc1cccc2ccccc12)N/N=C/c1ccc(Sc2nc3ccccc3s2)o1
3. Cn1c(C2=C(O)CN(Cc3ccccc3)C2=N)[n+](C)c2ccccc21
4. Cc1cc(N/N=C/c2ccccc2)nc(N2CCOCC2)n1
5. COc1ccc(S(=O)(=O)N2CCC(c3nc4ccccc4[nH]3)CC2)cc1
6. COc1cccc(NC(=O)N2CCCCCC2)c1

compound no.,1,2,3,4,5,6
SENP1 FRET inh,1,-12,0,2,-4,2
HKDC1 inh,-5,6,2,-3,-1,0
Apaf1 inhib,11,23,-5,1,1,0
SENP8 block-1,3,-1,5,-8,0,-7
SENP6 block,-6,-10,26,-8,-20,0
PfG6PD inh,0,27,-6,9,-6,12
SENP8 block-2,11,3,8,9,2,10
SENP7 block,-4,-4,10,4,-7,-3

7. CC(NC(=O)c1cccs1)C1CCCO1 (stereo not drawn)
8. CCc1ccccc1NC(=O)CN1CCN(CC(=O)Nc2ccc3c(c2)OC2(CCCCC2)O3)CC1
9. O=C(c1cccn(Cc2ccc(Cl)c(Cl)c2)c1=O)N1CCOCC1
10. O=C(O)/C=C/C(=O)c1c(-c2ccccc2)[nH]c2ccccc12
11. COc1ccc(CC(=O)Nc2nccs2)cc1OC
12. Cc1ccc(/C=C/c2nc3ccccc3c(=O)[nH]2)cc1

compound no.,7,8,9,10,11,12
SENP1 FRET inh,0,-3,1,0,0,-8
HKDC1 inh,-5,5,-3,10,4,-2
Apaf1 inhib,-3,/,3,-11,-13,-11
SENP8 block-1,1,/,0,1,-7,86*
SENP6 block,-13,/,11,2,-10,90*
PfG6PD inh,5,19,12,-4,-2,4
SENP8 block-2,7,7,12,-50,-3,-152
SENP7 block,-1,/,14,2,-4,98*

4 structures from above, ordered by heavy-atom count, smallest number first:
6. COc1cccc(NC(=O)N2CCCCCC2)c1
4. Cc1cc(N/N=C/c2ccccc2)nc(N2CCOCC2)n1
9. O=C(c1cccn(Cc2ccc(Cl)c(Cl)c2)c1=O)N1CCOCC1
2. O=C(COc1cccc2ccccc12)N/N=C/c1ccc(Sc2nc3ccccc3s2)o1

compound no.,6,4,9,2
SENP1 FRET inh,2,2,1,-12
HKDC1 inh,0,-3,-3,6
Apaf1 inhib,0,1,3,23
SENP8 block-1,-7,-8,0,-1
SENP6 block,0,-8,11,-10
PfG6PD inh,12,9,12,27
SENP8 block-2,10,9,12,3
SENP7 block,-3,4,14,-4

More records.
13. CCC(=O)OCC(=O)C1(OC(=O)CC)[C@H](C)C[C@H]2[C@H]3[C@H]([C@@H](O)C[C@@]21C)[C@@]1(C)C=CC(=O)C=C1C[C@H]3Cl (stereo partly drawn)
14. CCS(=O)(=O)N1CCN(C(=O)c2cc(OC)cc(OC)c2)CC1
15. CC(C)Cc1c(O)nc(SCCN2CCOCC2)[nH]c1=O
16. CCOc1cc2nc(-c3ccc(OC)c(OC)c3)nc(NCCCN3CCOCC3)c2cc1OC
17. Cc1ccc(S(=O)(=O)N2CCN(CCNC(=O)C(=O)Nc3ccc(F)cc3)CC2)cc1
18. CC1(C)Cc2nc(N3CCCC3)c(C#N)cc2CO1

compound no.,13,14,15,16,17,18
SENP1 FRET inh,0,2,-2,3,0,-7
HKDC1 inh,-5,3,0,8,1,-6
Apaf1 inhib,19,-18,-8,2,10,7
SENP8 block-1,3,-5,-6,8,-2,-7
SENP6 block,3,-21,1,-2,2,4
PfG6PD inh,5,-3,-3,12,-5,-17
SENP8 block-2,10,11,3,-266,-1,-387
SENP7 block,-4,-13,-2,-3,4,-4

19. CCOc1ccc(Br)cc1S(=O)(=O)Nc1ccc(NC(=O)c2ccccc2C)cc1
20. CN1CCN(C(=S)c2ccc([N+](=O)[O-])cc2)CC1
21. COc1ccc2[nH]c(=O)c(CN(C(C)=O)c3cccc(C)c3)cc2c1
22. CCOC(=O)C1CCCN(Cc2sccc2C)C1 (stereo not drawn)
23. COCCNC(=O)C1CCN(S(=O)(=O)c2ccccc2)CC1
24. O=C(NCc1ccco1)c1ccccc1SCC(=O)N1CCCC1

compound no.,19,20,21,22,23,24
SENP1 FRET inh,2,3,2,3,0,-4
HKDC1 inh,-9,-15,-1,-4,5,-3
Apaf1 inhib,13,10,9,-12,-27,-4
SENP8 block-1,-2,-7,-3,6,-3,10
SENP6 block,-4,-9,-25,-7,-6,4
PfG6PD inh,-16,61*,1,-14,-8,6
SENP8 block-2,6,9,-238,19,14,-62
SENP7 block,12,-4,-3,0,3,4

25. O=C(Nc1ccc(CN2CCCCC2)cc1)c1cccc(Br)c1
26. COc1ccc(/C(C)=N/NC(=O)CNC(=O)C(c2ccccc2)c2ccccc2)c(OC)c1
27. COc1cc2nc(N(CCCN(C)C)C(=O)c3ccc(S(=O)(=O)N(C)C4CCCCC4)cc3)sc2cc1OC
28. COc1ccc(NC(C)C(=O)N/N=C/c2ccc([N+](=O)[O-])s2)cc1 (stereo not drawn)
29. Cc1cc(C)n2nc(C(=O)N/N=C/c3ccco3)nc2n1
30. CCOC(=O)N1CCN(C(=O)c2ccc(OC)c(S(=O)(=O)N3CCOCC3)c2)CC1

compound no.,25,26,27,28,29,30
SENP1 FRET inh,2,1,1,1,0,1
HKDC1 inh,5,-26,-5,0,-3,-11
Apaf1 inhib,4,21,23,5,-11,-3
SENP8 block-1,0,-4,-2,3,-8,-3
SENP6 block,16,22,-16,-20,-33,8
PfG6PD inh,-12,2,17,15,-7,-11
SENP8 block-2,4,6,18,34,-15,12
SENP7 block,-1,1,-7,8,-3,1

31. CCOC(=O)N1CCC(NC(=O)c2cnn3c2NC(c2ccco2)CC3C(F)(F)F)CC1 (stereo not drawn)
32. CN(C)S(=O)(=O)c1cccc(C(=O)NCC(=O)NC2CCN(Cc3ccccc3)CC2)c1
33. Cc1ccc(C)c(NC(=S)c2ccc3ccccc3n2)c1
34. Cc1cc(=O)[nH]c(-n2[nH]c(C)cc2=O)n1
35. CCCCN1CC2=C(C1=O)C(c1ccc(O)cc1)NC(=O)N2C (stereo not drawn)
36. CC12CCC(C1)C(C)(C)C2OC(=O)c1ccccc1C(=O)O (stereo not drawn)

compound no.,31,32,33,34,35,36
SENP1 FRET inh,-29,-5,-2,2,2,4
HKDC1 inh,-2,-8,6,1,0,0
Apaf1 inhib,3,13,12,-2,-14,-4
SENP8 block-1,-1,-14,14,-1,-2,2
SENP6 block,-19,-19,45,-2,7,3
PfG6PD inh,8,-3,-10,-21,-6,1
SENP8 block-2,-68,7,12,25,4,3
SENP7 block,11,-11,39,2,3,-2

37. CSCCC(NC(=O)c1ccccc1Cl)C(=O)Nc1ccc(C)c(S(=O)(=O)N2CCOCC2)c1 (stereo not drawn)
38. CN(C)S(=O)(=O)c1ccc(N2CCOCC2)c(C(=O)NCc2ccc3c(c2)OCO3)c1
39. CC(=O)c1ccc(NC(=O)Oc2ccccc2)cc1
40. Cc1cccc(N=Cc2[nH]c3ccc(Br)c(Cl)c3c2O)c1
41. O=C(CSc1nnc2c(n1)[nH]c1ccccc12)Nc1nncs1
42. COc1ccc(S(=O)(=O)NNC(=O)c2ccc([N+](=O)[O-])cc2)cc1

compound no.,37,38,39,40,41,42
SENP1 FRET inh,0,3,2,-1,0,3
HKDC1 inh,0,-5,-2,7,-3,5
Apaf1 inhib,10,5,14,/,8,1
SENP8 block-1,2,1,-4,/,-3,-5
SENP6 block,2,-4,-17,/,-26,-28
PfG6PD inh,3,-1,-11,1,8,-22
SENP8 block-2,13,-16,10,21,-6,21
SENP7 block,2,5,5,/,-9,-14

43. C=CCn1c(COc2ccc(Cl)cc2)nnc1SCC(=O)N/N=C/c1cccc(O)c1
44. CCOC(=O)c1c(NC(=O)CC(C)C)sc(C(C)=O)c1C
45. COc1ccccc1CCNC(=O)CSc1nnc2ccc(-c3ccncc3)nn12
46. O=C(COc1ccc(Br)cc1)N(Cc1ccco1)C1CCS(=O)(=O)C1 (stereo not drawn)
47. Cc1csc2ncnc(N3CCN(S(=O)(=O)c4cccc(C(F)(F)F)c4)CC3)c12
48. O=C(CCn1nc(-c2ccc(Cl)cc2)c2ccccc2c1=O)Nc1cccnc1

compound no.,43,44,45,46,47,48
SENP1 FRET inh,0,2,3,1,0,0
HKDC1 inh,-1,6,6,-2,3,-3
Apaf1 inhib,10,21,-29,-5,12,11
SENP8 block-1,4,-1,2,6,-13,2
SENP6 block,-6,-5,26,-1,-10,3
PfG6PD inh,14,2,11,-10,-4,11
SENP8 block-2,19,-1,27,8,-5,7
SENP7 block,0,-3,0,-2,8,0

49. CCN(Cc1ccccc1)C(c1ccc(C(F)(F)F)cc1)c1nnnn1C(C)(C)C (stereo not drawn)
50. COc1ccc(S(=O)(=O)N2CCCCCC2)cc1C(=O)N(C)Cc1ccc(OC)c(OC)c1OC
51. COc1ccc(C2=NOC(C(=O)NCc3cccs3)C2)cc1OC (stereo not drawn)
52. O=c1c2ccccc2nc2n1CCN2Cc1ccc(Cl)cc1
53. Cc1c(Cl)cccc1N(CC(=O)NC1CCCCC1)S(C)(=O)=O
54. Cc1ccc(N2CC(C(=O)Nc3nnc(SCC(=O)NCC4CCCO4)s3)CC2=O)cc1C (stereo not drawn)

compound no.,49,50,51,52,53,54
SENP1 FRET inh,2,1,/,2,3,1
HKDC1 inh,-3,-1,3,-3,-3,-4
Apaf1 inhib,12,25,5,-8,5,-11
SENP8 block-1,5,-6,0,-7,-12,9
SENP6 block,8,-12,2,-7,-34,-9
PfG6PD inh,4,-4,10,-2,-2,-3
SENP8 block-2,23,0,/,-231,6,-6
SENP7 block,0,2,-4,-2,-1,-2

3 compounds already listed, arranged by the value under PfG6PD inh, low to high:
cpd	Compound	PfG6PD inh
50	COc1ccc(S(=O)(=O)N2CCCCCC2)cc1C(=O)N(C)Cc1ccc(OC)c(OC)c1OC	-4
52	O=c1c2ccccc2nc2n1CCN2Cc1ccc(Cl)cc1	-2
49	CCN(Cc1ccccc1)C(c1ccc(C(F)(F)F)cc1)c1nnnn1C(C)(C)C (stereo not drawn)	4

Screening results as filed in PubChem BioAssay.
